KDM5B inh: inhibitors of human KDM5B histone demethylase; Q9UGL1; KDM5B demethylase, FDH-coupled NADH fluorescence (FDH is formaldehyde dehydrogenase); AID 1347165; Potency, µM (highest dose often 57.7 µM), inactives show top-dose activity change, negative = inhibition, usual class: inhibitors; actives 2.6% (n = 220,000); active = well fitted inhibition curve with a large enough effect; inconclusive = small, poorly fitted or top-dose-only effect; inactive = no such curve, though single readings can be large or run the other way; note: 0% is about no effect; nearly all actives have a fitted effect of over 70% in size
Target sequence (Q9UGL1 whole entry, looked up): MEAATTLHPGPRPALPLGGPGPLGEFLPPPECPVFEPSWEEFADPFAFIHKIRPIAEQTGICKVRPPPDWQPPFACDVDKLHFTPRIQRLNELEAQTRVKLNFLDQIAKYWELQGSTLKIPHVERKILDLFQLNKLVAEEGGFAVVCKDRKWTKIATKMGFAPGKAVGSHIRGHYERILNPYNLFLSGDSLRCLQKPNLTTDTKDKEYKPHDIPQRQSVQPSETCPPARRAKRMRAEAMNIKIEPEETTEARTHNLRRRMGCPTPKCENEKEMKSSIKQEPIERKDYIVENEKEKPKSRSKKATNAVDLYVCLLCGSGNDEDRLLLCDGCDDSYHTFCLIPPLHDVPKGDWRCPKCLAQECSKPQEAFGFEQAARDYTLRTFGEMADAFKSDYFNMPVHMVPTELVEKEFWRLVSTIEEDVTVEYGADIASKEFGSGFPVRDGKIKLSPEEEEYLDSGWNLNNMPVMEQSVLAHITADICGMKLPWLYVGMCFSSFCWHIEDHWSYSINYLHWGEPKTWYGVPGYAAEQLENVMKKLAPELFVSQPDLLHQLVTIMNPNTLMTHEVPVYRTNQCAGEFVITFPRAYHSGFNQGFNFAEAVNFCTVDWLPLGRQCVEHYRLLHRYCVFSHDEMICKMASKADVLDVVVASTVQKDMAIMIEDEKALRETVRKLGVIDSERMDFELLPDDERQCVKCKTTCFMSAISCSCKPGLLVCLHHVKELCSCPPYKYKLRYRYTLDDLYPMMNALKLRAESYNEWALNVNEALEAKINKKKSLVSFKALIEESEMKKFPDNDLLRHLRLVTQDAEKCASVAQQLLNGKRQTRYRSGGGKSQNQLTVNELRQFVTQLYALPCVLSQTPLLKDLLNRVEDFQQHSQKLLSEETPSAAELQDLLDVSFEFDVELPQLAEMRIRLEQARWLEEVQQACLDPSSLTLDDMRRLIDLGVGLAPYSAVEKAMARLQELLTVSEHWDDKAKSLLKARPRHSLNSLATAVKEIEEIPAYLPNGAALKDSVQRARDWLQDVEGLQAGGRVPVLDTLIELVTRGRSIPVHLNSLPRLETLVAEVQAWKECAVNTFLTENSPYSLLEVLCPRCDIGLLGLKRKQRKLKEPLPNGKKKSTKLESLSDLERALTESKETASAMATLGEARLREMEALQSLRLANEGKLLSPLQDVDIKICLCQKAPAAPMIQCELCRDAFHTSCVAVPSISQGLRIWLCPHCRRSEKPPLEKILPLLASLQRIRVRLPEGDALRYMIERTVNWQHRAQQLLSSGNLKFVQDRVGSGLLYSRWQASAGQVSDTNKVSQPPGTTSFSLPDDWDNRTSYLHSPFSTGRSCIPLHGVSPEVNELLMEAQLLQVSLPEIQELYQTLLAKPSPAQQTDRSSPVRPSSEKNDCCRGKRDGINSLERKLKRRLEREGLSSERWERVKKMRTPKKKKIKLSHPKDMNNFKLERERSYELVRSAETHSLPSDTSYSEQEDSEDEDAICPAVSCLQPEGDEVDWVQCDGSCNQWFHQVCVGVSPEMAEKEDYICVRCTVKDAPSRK
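Measured: NADH fluorescence change, 30 min, RT. System: KDM5BΔAP 200 nM final, H3K4me3 peptide, α-KG, Fe(II), ascorbate, NAD⁺ plus FDH, pH 7.5 HEPES. Compounds: titrated, 10 min pre-incubation with enzyme.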
The depositor's hits bear a star; i = inactive; ? = inconclusive; & = joins results of further samples; [ ] = another dose, or the depositor's remark. Potency is the fitted concentration of half-maximal effect. Not all compounds are listed (hit frequency here may not be typical).

KDM5B inh	mol
6.0%	Cc1ccc(C(=O)/C=C/c2cc(C)ccc2C)cc1
-3.8%&2.4%	CSc1ccccc1NC(=O)Nc1ccccc1Cl
-0.4%	CN1C[C@H](NC(=O)c2ccc3c(c2)OCO3)CCC[C@@H](C(=O)NCc2cc(F)cc(F)c2)CC1=O
-10.3%	COc1cccc(-n2c(-c3ccc(C)cc3)cc3c2CC(C)(C)CC3=O)c1
6.8%	COCCNC(=S)N/N=C(/C)c1cc(OC)c(OC)c(OC)c1
9.7%[86.2 µM]	CN1C(=O)CO[C@H](c2ccc(NC(=O)c3cccc(F)c3)cc2)[C@H]1CO
21.7%	Cc1cc(C)cc(C(=O)Nc2ccc(Cl)cc2C(F)(F)F)c1
-13.1%	CC(C)(C)NC(=O)CSc1nc2c(c(-c3cccs3)c1C#N)CCCC2
-11.2%	c1ccc(-n2nnnc2SCc2nc3ccccc3[nH]2)cc1
-14.9%	CN(CC(=O)Nc1ccc(Cl)cc1)C(=O)CCC1CCCC1
2.6%	Cc1ccc(C(=O)C(C)Sc2ccc3c(c2)OCCO3)cc1 (stereo unspecified)
0.6%[149 µM]	COc1ccc(C2(C(=O)N3CCC(F)CC3)CCOCC2)cc1
13.4%	CC(C)(C)OC(=O)N1Cc2ccccc2C[C@H]1C(=O)NCC(=O)NCC1CCCO1 (stereo partly specified)
12.2%	N/C(=N/O)c1cccc(CN2CCOCC2)c1
-12.9%	COc1ccc(/C=C\c2onc(C)c2S(=O)(=O)N2CCC(C(=O)Nc3ccc(F)cc3F)CC2)cc1
-6.7%	Cn1c(=O)cc(OCC(=O)N2CCN(c3ccc(F)cc3)CC2)c2ccccc21
-5.3%	Cc1ccc(C)c(CN2C(=O)c3ccccc3S(=O)(=O)c3ccc(C(=O)N4CCCCC4)cc32)c1
-11.9%	O=C(N1CCCCC1)C12CC3CC(CC(Cl)(C3)C1)C2
-16.4%	Cc1cc(C)n(-c2nc3cc(Cl)ccc3nc2N2CCN(c3cccc(C)c3C)CC2)n1
0.5%	CCN(CC)CCC12CC3CC(CC(C3)C1)C2

Structural class, those above containing a tert-butyl group.
KDM5B inh	mol
-13.1%	CC(C)(C)NC(=O)CSc1nc2c(c(-c3cccs3)c1C#N)CCCC2
13.4%	CC(C)(C)OC(=O)N1Cc2ccccc2C[C@H]1C(=O)NCC(=O)NCC1CCCO1 (stereo partly specified)

Quoted at random: 4 compounds from above, in no set order.
KDM5B inh	mol
-16.4%	Cc1cc(C)n(-c2nc3cc(Cl)ccc3nc2N2CCN(c3cccc(C)c3C)CC2)n1
0.5%	CCN(CC)CCC12CC3CC(CC(C3)C1)C2
-14.9%	CN(CC(=O)Nc1ccc(Cl)cc1)C(=O)CCC1CCCC1
9.7%[86.2 µM]	CN1C(=O)CO[C@H](c2ccc(NC(=O)c3cccc(F)c3)cc2)[C@H]1CO

Continued:
KDM5B inh	mol
?	COc1ccccc1CCC(=O)N1CCC2(CC1)N=C(c1ccc(Cl)cc1)NO2
-10.4%	CCOc1ccc(NC(=O)CN2CCN(CC(=O)Nc3ccc(F)cc3F)CC2)cc1
-9.0%	O=C(Nc1ccccc1C(=O)O)c1cccc(S(=O)(=O)N2CCCC2)c1
-5.5%	CCn1c(SCc2ccccc2)nc2cc(S(N)(=O)=O)ccc21
-12.0%	CC(=O)N1CCC(C(=O)N2CC(c3nc(CCOc4cccc(C)c4)no3)C2)CC1
5.7%	CCc1ccc2occ(CC(=O)NCc3ccccc3)c2c1
?	Cc1c(C)n(Cc2ccncc2)c2ncn3ncnc3c12
14.9%	CC(C)(C)NC(=O)N1CCN(c2nc(-c3ccccc3)ns2)CC1
?	CC(C)(C)c1ccccc1NC(=O)CSc1nc(-c2cccs2)cc(C(F)(F)F)n1
?	c1ccc(-c2ccnc3nc(CCC4CCCC4)nn23)nc1
?	COc1ccccc1NC(=O)CSc1nc2nccnc2c(=O)n1CCc1c[nH]c2ccccc12
-2.4%	Cc1ccc(CNc2nc(C)c(C(=O)N(C)C)s2)cc1
8.8%[86.2 µM]	O=S(=O)(NC[C@H]1OC[C@@H](NCc2ccccc2F)[C@@H]1O)c1ccccc1
25.1µM*	CN1CCN(C(=O)c2cccc3c2NCCC3)CC12CCNC(=O)CC2 (stereo unspecified)
?	COc1ccc(NC(=O)c2cc(-c3ccccc3O)on2)cc1OC
25.7%	O=C(Nc1ccccc1[N+](=O)[O-])c1cc2ccccc2nc1Cl
24.2%	O=C(CC1CCCC1)N1CCC(N2CC(OCC3CC3)C23CCOCC3)CC1 (stereo unspecified)
8.2%	Cn1c(=O)c2nc(Cl)n(Cc3ccccc3)c2n(C)c1=O
-2.6%	CCCCCCCC(=O)Nc1c(C)cc(C)cc1C
-4.4%	CCc1ccc2oc(C(=O)Nc3ccccc3OC)cc(=O)c2c1

For reference, 3 of the compounds above:
KDM5B inh	mol
8.2%	Cn1c(=O)c2nc(Cl)n(Cc3ccccc3)c2n(C)c1=O
-2.6%	CCCCCCCC(=O)Nc1c(C)cc(C)cc1C
-4.4%	CCc1ccc2oc(C(=O)Nc3ccccc3OC)cc(=O)c2c1

Next section.
KDM5B inh	mol
13.1%	COc1cccc(-c2cc(=O)[nH]c(Nc3nc(C)c4cccc(C)c4n3)n2)c1
12.3%	Cc1ncsc1C(=O)NCc1ccc(N2CCOCC2)nc1
-24.4%[86.2 µM]	COc1ccnc(-c2nnc3ccc(N(C)Cc4ccccc4)nn23)c1
?	O=C1NC2(CCN(CC3CCCCC3)CC2)COc2ccccc21
-16.8%	Cn1c(Cn2cccn2)nnc1C1CC(Nc2ncnc3sccc23)C1 (stereo unspecified)
-23.5%[86.2 µM]	O=C(c1ccco1)N1Cc2[nH]cnc2C[C@H]1c1nc(-c2ccncc2)no1
-0.7%	O=C(Nc1cccc(NC(=O)c2ccco2)c1)c1cccc(Br)c1
15.1%	Cc1ccccc1CS(=O)Cc1ccc(F)cc1 (stereo unspecified)
-11.4%	COc1cccc(COC(=O)C2CCN(S(=O)(=O)c3ccc(F)cc3)CC2)c1
0.3%	COC1CCOC2(CCN(C(=O)c3ccc4ccccc4n3)CC2)C1 (stereo unspecified)
?	CC1(C(=O)NCc2cccnc2)CCCc2cnc(NCc3ccccc3)nc21 (stereo unspecified)
31.6µM*	COc1cccc([C@H]2CN(C(=O)c3ccc4cc[nH]c4c3)C[C@@H]2N)c1
13.5%	CCC(=O)N1CC(N(CC)C2CCOCC2)C1
-26.1%	CCOc1ccc2c(c1)c(C(C)=O)c(C)n2-c1ccccc1
12.1%	Cc1cccc(C(=O)Nc2c(C(=O)NCc3ccc(Cl)cc3)sc3nc(C)cc(C)c23)c1
19.7%	CCn1cnc2c1c(=O)n(CC(=O)Nc1ccc(C)c(F)c1)c(=O)n2Cc1ccccc1
?	CC(CC#N)NCc1ccnc(N2CCCCC2)c1 (stereo unspecified)
18.0%	O=C(NC1CCCC1)C1=Cc2cc(Cl)ccc2OC=C1
-20.5%	Cc1ccc(-c2nc(-c3nnn4c3COC(c3ccc(Cl)cc3)C4)no2)cc1 (stereo unspecified)
?	COc1ccc(C(=O)Nc2ccc3oc(-c4cc(Cl)ccc4Cl)nc3c2)cc1Br

As entered above:
Entry for Cc1ncsc1C(=O)NCc1ccc(N2CCOCC2)nc1 in KDM5B inh: 12.3%
Entry for O=C(c1ccco1)N1Cc2[nH]cnc2C[C@H]1c1nc(-c2ccncc2)no1 in KDM5B inh: -23.5%[86.2 µM]

Additional compounds follow:
KDM5B inh	mol
1.7%	Cc1cc(=O)n(CC(=O)NCc2ccccc2Cl)c(N(C)Cc2ccccc2)n1
?	CC(C)Cn1c(=O)c(C(=O)Nc2ccncc2)c(O)c2ccccc21
14.3%	O=C(C1CCCN(S(=O)(=O)c2ccccc2)C1)N1CCCCC1 (stereo unspecified)
8.7%	CCCOC1CCCN(C(=O)c2ccc3oc(C(C)C)nc3c2)C1 (stereo unspecified)
-14.6%	CCc1ccc(-c2nnn(CC(=O)N(CC)Cc3ccc(Cl)s3)n2)cc1
17.0%[86.2 µM]	CNC(=O)C1(N2CCC[C@H]2C(=O)N2CCCCC2)COC1
?	O=S(=O)(c1ccc(Cl)cc1)c1nc(-c2ccccc2F)oc1NCCCN1CCOCC1
-19.4%	O=C1CCN(C(=O)NCCc2ccccc2)CCCC(c2nc(-c3cccnc3)no2)CCN1 (stereo unspecified)
-2.8%	O=[N+]([O-])c1ncc(Br)cc1Nc1ccccc1
-1.1%	Cc1cc(C(=O)NCCc2csc(-c3cccnc3)n2)cc(S(N)(=O)=O)c1C
8.8%	Cc1c(CN(C)C(=O)Cn2nc(C(F)(F)F)c(Cl)c2C)cnn1C
-0.9%[86.2 µM]	O=C(Nc1ccc([C@H]2OCC(=O)N(Cc3ccc(F)cc3)[C@@H]2CO)cc1)C1CC1
?	CC(=O)c1cccc(NC(=O)c2ccc3c(c2)c(C)c(C)n3Cc2ccc(Cl)cc2)c1
-1.7%	COc1ccc(CN2CC3(CCN(C(=O)CCc4nc5ccccc5[nH]4)CC3)C2=O)cc1
8.9%[86.2 µM]	Cc1ccccc1CN1CCc2ncc(C(=O)NCCC(C)C)n2CC1
?	O=C(Nc1cccc(Cl)c1Cl)c1cc(S(=O)(=O)N2CCC3(CC2)OCCO3)ccc1F
?	Cc1ccn2c(=O)c(C(=O)NC(C)c3ccccc3)c(O)nc2c1 (stereo unspecified)
3.7%	CC(=O)OCC(=O)C1(O)CCC2C3CCC4=CC(=O)C=CC4(C)C3C(O)CC21C (stereo unspecified)
8.4%	COC(=O)CNC(=O)N1CCCN(S(C)(=O)=O)C(c2ccccc2)CC(=O)NCC1 (stereo unspecified)
10.8%	Cc1ccccc1C(=O)NC(C(N)=O)P(=O)(OC(C)C)OC(C)C (stereo unspecified)
12.5%	CC(=O)N1CCCc2cc(S(=O)(=O)N3CCC(C(=O)N(Cc4ccccc4)C(C)C)CC3)ccc21
-9.7%	CC(C)Oc1ccc(CNC(=O)c2ccc3c(c2)nc2n3CCOC2)cc1
87.6%[activator]	O=C(O)C(c1c[nH]c2ccc(Br)cc12)N1CCN(c2ncc(Br)cn2)CC1 (stereo unspecified)
-20.1%	CCOC(=O)C1=C(CN2CCN(c3ccccc3)CC2)NC(=O)NC1c1ccc(C)cc1 (stereo unspecified)
12.8%	Cc1ccc(-n2ncc3c(Nc4cccc5c4CCCC5)ncnc32)cc1
6.7%	COc1cc(C(=O)Nc2cccc(Cl)c2)nc2ccc(Cl)cc12
2.9%	O=C(NC1(C(F)(F)F)C(=O)Nc2c1c(=O)[nH]c(=O)n2-c1ccc(Cl)cc1)c1ccco1 (stereo unspecified)
-27.3%	CCCCn1c(C(C)NC(=O)c2ccccc2)nc2ccccc21 (stereo unspecified)
-27.2%	COc1cc2c(=O)c(S(=O)(=O)c3ccc(F)cc3)cn(Cc3ccc(Cl)cc3)c2cc1OC
20.4%	CCN(CC)C(=O)N1CCC(C(=O)NCC2(c3ccc(F)cc3)CC2)CC1
-16.9%	CC1(c2ccccc2)N(Cc2ncccn2)C(=O)OC12CCN(Cc1cccc(OC(F)(F)F)c1)CC2 (stereo unspecified)
7.2%	CCc1ccc(CCC(=O)NC)cc1
7.5%	CCOCCOC1CCN(C(=O)COc2ccccc2)CC1
?	Cc1ccc(Cl)cc1NC(=O)CSC1=Nc2ccccc2C2=NC(Cc3ccccc3)C(=O)N12 (stereo unspecified)
?	Cc1oc(-c2ccccc2)nc1CC(=O)N1Cc2ccccc2C(O)C1 (stereo unspecified)
28.2µM*	CN1Cc2cccn2CC1CNC(=O)c1ccccc1 (stereo unspecified)
-6.6%	O=C(NC(=S)Nc1cc(C(F)(F)F)ccc1N1CCOCC1)c1ccco1
-14.8%	O=C(c1ccccc1OCC1CCCN(Cc2ccc(F)cc2)C1)N1CCCCC1 (stereo unspecified)
-9.0%	Cc1ccc(-c2noc(CN3CCCC3c3cccs3)n2)cc1 (stereo unspecified)
?	O=C1COc2ccc(-c3ccsc3)nc2CN1Cc1ccc(C(F)(F)F)cc1
18.0%	O=C(CCCc1ccccc1)Nc1ccnn1C1CCN(C(=O)c2ccccc2F)CC1
?	CNC(=O)[C@@H]1CN(C(=O)c2cc3ccc(OC)cc3[nH]2)C[C@H]1c1n[nH]c(C)n1
27.3%[149 µM]	COc1ccc(OC2CN(CC3CCCCC3)C2)cc1
-16.7%	CC1=C(C(=O)Nc2cccnc2)C(c2ccc(F)cc2)n2nc(-c3cccc(C)c3)nc2N1 (stereo unspecified)
19.1%	O=C(O)CCNS(=O)(=O)c1ccccc1Cl
?	Cc1cccc(-c2ocnc2C(=O)Nc2ccc(C)cc2C)c1
-13.7%	COc1ccc(CCNC(=O)Cn2c(C)c3cnn(-c4ccccc4)c(=O)c3c2C)cc1OC
?	O=C(CC[C@@H]1CNC(=O)[C@@H]2C[C@H](NC(=O)c3ccccc3)CN12)NCc1ccc(F)cc1
7.3%	COc1ccc(NC(=O)CSc2nc(-c3ccc(OC)cc3)[nH]c2-c2ccc(OC)cc2)cc1
4.3%	O=[N+]([O-])c1ccc2nc(NS(=O)(=O)c3ccccc3[N+](=O)[O-])sc2c1
?	COc1ccc(CCNC(=O)c2cc(-c3ccc(C)cc3)nc3n[nH]c(-c4ccc(F)cc4)c23)cc1OC
?	O=C(O)COc1ccc(-c2nccc3c2C(=O)N(Cc2ccccc2)CC(COc2ccc4cccnc4c2)O3)cc1 (stereo unspecified)
i	COc1ccc2c(C)c(CC(=O)NCCc3ccc(S(N)(=O)=O)cc3)c(=O)oc2c1
?	Nc1ccccc1C(=O)NCCc1ccccc1
?	CC(C)CC(NC(=O)c1ccn(C)c(=O)c1)c1ccccc1 (stereo unspecified)
13.8%	O=C(N/N=C(/c1ccccc1)c1ccncc1)C1CC1
13.1%	COc1ccc(Cl)cc1-c1nc(SCC(=O)NC(=O)NC(C)(C)C)n[nH]1
40.9%[86.2 µM]	CCCCCC(=O)N1CC[C@@H](CC(=O)N(C)CCC#N)[C@@H](CC)C1
6.8%	O=C(/C(Cl)=C/N1CCN(C(c2ccccc2)c2ccccc2)CC1)C(F)(F)F

Source: PubChem (National Center for Advancing Translational Sciences (NCATS))
